P. falciparum M1AAP – P. falciparum M1AAP inhibitors, biochemical, fluorogenic H-Leu-NHMec substrate, 1536-well (AID 1445) | actives 0.42% (n = 220,000) | inhibition, % at 30 µM; hits with a dose series show IC50 in µM | recombinant M1AAP, H-Leu-NHMec fluorogenic kinetic assay; higher % means a stronger effect | Aminopeptidase N (Plasmodium falciparum (isolate 3D7));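 active = primary inhibition above the hit cutoff, then over 50% inhibition at one or more dose response concentrations, cut at about 23% in these data, passing the limit was not always enough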;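 also: plate controls were DMSO full reaction for no effect and no enzyme background for full effect; strong numbers were not always called active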
b-catenin transl – modulators of beta-catenin nuclear translocation, primary screen, imaging, HeLa cells, immunofluorescence, high-content. nuclear translocation activity, % at 5 µM. actives 0.3% (n = 190,000). AID 1665, 2009;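 active = nuclear translocation activity above 50% at 5 µM, with a well cell count of 50 or more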;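 also: per-cell ratio of nuclear to cytoplasmic median beta-catenin stain intensity; plate controls were DMSO negative control for no effect and GSK-3 inhibitor IX positive control for full effect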
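Assay system: human HeLa cells, native beta-catenin; doses: 5 µM primary, 0.02–20 µM confirmation; incubation: compound treatment 24 h, 37°C, 5% CO2; technique: fluorescence imaging of beta-catenin antibody stain plus DAPI; measure: % activation, nuclear-to-cytoplasmic median beta-catenin signal ratio per cell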
UTI89 phage lysis – inhibition of K1F phage lysis, E. coli UTI89, bacterial capsule biogenesis inhibitors, alamar blue (AID 488966). one-dose inhibition, % at 100 µM; IC50 in µM for titrated hits. actives 0.02% (n = 340,000). E. coli UTI89 K1F phage lysis, alamar blue, 2 h; higher % means a stronger effect;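 active = phage lysis inhibition, versus mean bacterial control, above a set limit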;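 also: capsule biogenesis inhibitors block K1F phage lysis so surviving cells raise fluorescence; higher fluorescence means more inhibition of phage lysis; actives were called in the ten point dose series up to 300 µM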
MT stabilize HCS – microtubule stabilizers in HeLa cells, primary screen, imaging, high-content imaging | HeLa tubulin immunostaining HCS, 24 h; share of cells brighter than vehicle mean+2SD | % tubulin-high responders, % at 10 µM | actives 0.83% (n = 200,000);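 active = plate Z-score above 3 for both tubulin-high and condensed-nucleus cell shares, with cell loss under 80%, at 10 µM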;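 also: anti alpha tubulin signal scored within the nucleus-defined area of each cell; some results filed as inactive read as strong as hits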
Autophagy HCS – autophagy modulators in MEF cells, primary screen, imaging, high-content, MEF GFP-LC3 | calls only at 10 µM (by protocol) | MEF GFP-LC3 puncta imaging; test concentration mostly 10 µM | actives 0.98% (n = 190,000);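 active = percentage of spot-positive cells more than 3 SD above its plate mean, without a fluorescence outlier flag or 80% toxicity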;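 also: spot-positive cell cutoff set from DMSO-treated cells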
Insulin prom up – insulin promoter activators in MIN6 cells, imaging, high-content screening, mouse beta cells; MIN6 insulin promoter-GFP reporter; hits give high values; z-score at 5 µM; actives 0.3% (n = 190,000); AID 1625, 2009;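 active = z-score above 3 at 5 µM with at least 500 cells counted in the well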
CSM14.1 death rescue – rescue of cells from ER stress-induced death, primary screen, 384-well, CSM14.1, thapsigargin, ATP luminescence (AID 1222). CSM14.1 thapsigargin-induced death rescue, ATP luminescence; higher % means a stronger effect. one-dose cellular ATP content (survival), % at 20 µM; EC50 in µM for titrated hits. 190,000 tested, under 10 active;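 active = EC50 below 50 µM in the dose-response confirmation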;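 also: death triggered by thapsigargin at about 15 µM added after 2 h compound pretreatment; cell ATP read after overnight thapsigargin exposure of roughly 18 to 22 hours; normalized against plate controls of thapsigargin alone and 5% DMSO vehicle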
P. falciparum M17LAP – P. falciparum M17LAP inhibitors, primary screen, biochemical, fluorogenic H-Leu-NHMec substrate, 1536-well (AID 1619) | Leucine aminopeptidase (Plasmodium falciparum (isolate 3D7)) | actives 0.38% (n = 220,000) | one-dose inhibition, % at 30 µM; IC50 in µM for titrated hits | recombinant M17LAP, H-Leu-NHMec fluorogenic kinetic assay; higher % means a stronger effect;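 active = compound inhibiting the enzyme by more than half at any dose during confirmatory dose-response retesting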;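 also: plate controls were full reaction with DMSO carrier for no effect and no enzyme background for full effect; strong numbers were not always called active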
Dynein cargo inh – inhibitors of GR-EGFP nuclear translocation, primary screen, dynein cargo transport inhibitor project, imaging, high-content, 3617.4 mouse cells | test concentration mostly 20 µM; stimulated with dexamethasone, 1 µM; hits give low values | z-score, hits read low | actives 0.47% (n = 220,000) | AID 1381, 2008;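 active = plate z-score of nuclear minus cytoplasmic receptor signal below a set negative limit, without overly bright fluorescence or cell loss, cut at about -3.5 in these data, passing the limit was not always enough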;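 also: z-score of nuclear minus cytoplasmic ring GR-EGFP intensity difference per well; some compounds called inactive have numbers as strong as hits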
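Also added – dexamethasone, 1.0 µM final · Buffer or medium – tet-free, stripped-serum medium · Schedule – induction 48 h, compound 1 h, agonist 30 min · Detection – formaldehyde fixation, Hoechst nuclear stain, 10x automated fluorescence imaging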
Dynein cargo inh cytoplasmic EGFP – further read-out of Dynein cargo inh, marked with its call; z-score; measured here: cytoplasmic GR-EGFP intensity; hits give high values
Dynein cargo inh nuclear GR-EGFP – also measured in Dynein cargo inh; calls as there; z-score; measured here: nuclear GR-EGFP intensity;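 lower value marks the stronger effect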
Dynein cargo inh cell count – also measured in Dynein cargo inh; calls as there; z-score; measured here: cell count per field
Insulin prom up cell count – also measured in Insulin prom up; calls as there; cell count; measured here: cytotoxicity, nuclei count;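 total cells summed across four imaged fields per well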
b-catenin transl cell count 5 µM – second read-out of b-catenin transl, no call of its own (marks repeat the call); cell count; measured here: cell count, cytotoxicity flag
MT stabilize HCS Hoechst-high % – recorded beside MT stabilize HCS, whose call it bears; % Hoechst-high responders; measured here: nuclear condensation Hoechst responders;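 share of cells brighter than vehicle mean plus two SD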
MT stabilize HCS cytotoxicity % – further read-out of MT stabilize HCS, marked with its call; toxicity, %; measured here: cytotoxicity by cell density;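 0% = mean cell density of plate MIN control wells and 100% = no cells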
Autophagy HCS cell loss 18 h – further read-out of Autophagy HCS, marked with its call; toxicity, %; measured here: cell loss, nuclei count;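 cell loss after 18 h compound exposure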
An asterisk follows results filed as active; i = inactive; · = no result given; [ ] = remark or other dose. Compounds as they come (roughly 2.9% active in at least one column).

Molecule,P. falciparum M1AAP,b-catenin transl,b-catenin transl cell count 5 µM,UTI89 phage lysis,MT stabilize HCS,MT stabilize HCS Hoechst-high %,MT stabilize HCS cytotoxicity %,Autophagy HCS,Autophagy HCS cell loss 18 h,Insulin prom up,Insulin prom up cell count,CSM14.1 death rescue,P. falciparum M17LAP,Dynein cargo inh,Dynein cargo inh cytoplasmic EGFP,Dynein cargo inh nuclear GR-EGFP,Dynein cargo inh cell count
CCCC(C)NCC(=O)Nc1ccccc1-c1ccccc1 (stereo unspecified),0%,-0.1,1178,-0.1%,1.4,1.1,4.3,i,-11,-0.9,920,-0.7%,1%,1.7,0.17,1.5,-1.8
CN(C(=O)/C=C/c1ccccc1)C1CCS(=O)(=O)C1 (stereo unspecified),13%,2.5,417,1.2%[50 µM],2.6,3.5,13,i,3,-0.17,1146,-0.8%,5%,-0.46,-0.24,-0.065,0.49
COC(=O)C1C2C=CC3(CN(CCc4ccccc4)C(=O)C13)O2 (stereo unspecified),1%,0.8,446,2.7%,2.5,1.2,8.5,i,6,-0.03,1134,-1.4%,2%,0.49,-0.14,0.76,1.2
COC(=O)c1ccc(NC(=O)C2CC(=O)N(c3ccc(C)cc3)C2)cc1 (stereo unspecified),1%,-3.5,511,-0.1%,2.4,1.5,6.5,i,-13,·,·,i,7%,0.23,-0.2,0.042,-0.8
CS(=O)(=O)N1CCC(C(=O)Nc2c(F)cccc2F)CC1,1%,4.9,1020,0.9%,1.1,1.3,5.9,i,-2,0.77,763,-1.4%,-5%,0.39,-0.11,-0.058,0.37
COc1ccc(NC(=O)c2nnn(Cc3cccc(F)c3)c2N)c(OC)c1,4%,·,·,8.0%,2.1,2.3,3.3,i,12,1.2,854,-0.8%,-10%,-1.2,-0.062,-0.63,0.52
COc1cc(OC)cc(C(=O)N[C@H](C(=O)Nc2nc(-c3ccc(OC)c(OC)c3)cs2)C(C)C)c1,-6%,0.1,1351,1.0%,·,·,·,·,·,-0.58,1025,·,-17%,-0.11,-0.23,0.83,0.012
O=S(=O)(Nc1n[nH]c(C(F)(F)F)n1)c1ccccc1,-4%,-1.5,1413,0.1%,·,·,·,·,·,1.4,1098,·,10%,-0.16,-0.17,-0.061,0.56
CC1(C)C(=O)C2(CCCCC2)C(=O)OC1c1ccc(O)cc1 (stereo unspecified),2%,-1.5,1253,7.3%,5.3,2.2,3.9,i,1,-0.81,1304,-4.0%,-8%,0.23,-0.2,0.1,-0.58
O=C(Oc1ccccc1N1C(=O)CCC1=O)c1ccco1,15%,-2.9,1251,-0.8%,4.7,2.5,10,i,-7,·,·,-1.8%,6%,-0.58,4.5,0.37,0.82
CCOC(=O)N1CCC(N(CCOC)C(=O)Nc2ccc(CC)cc2)CC1,-3%,·,·,2.2%,2.3,2.7,12,i,17,-0.31,1281,0.4%,2%,0.78,-0.2,0.55,0.63
Cc1ccc(-n2c(CNc3ccc(C)c(Cl)c3)n[nH]c2=S)cc1,·,0.3,924,-0.7%,2.6,1.9,8.7,i,22,-0.26,1700,-0.6%,·,1.7,-0.15,1.4,-0.77
O=C1CC(c2cc([N+](=O)[O-])ccc2Cl)c2c(ccc3ccccc23)N1 (stereo unspecified),-2%,-2.7,1155,0.2%,4.7,3.4,3.6,i,4,-0.21,1485,0.4%,-3%,0.11,-0.17,0.54,0.28
O=C1CCN(c2ncccc2[N+](=O)[O-])CC1,1%,-2.1,1082,1.6%,2.1,1.3,2.6,i,8,-0.2,1414,-1.0%,-2%,2.8,0.059,2.1,-2.4
NS(=O)(=O)c1ccc(NC(=O)COc2ccc(C(=O)c3ccc(F)cc3)cc2)cc1,2%,1.6,1305,-0.5%,·,·,·,·,·,-0.62,947,·,5%,1.3,0.23,1.5,-2.4
CCOC(=O)C1=NN(c2ccccc2C)C2=NC(C)=C(C(=O)OC)C(c3cccc(OC)c3)N12 (stereo unspecified),6%,·,·,0.0%,2.2,2.6,1.8,i,9,0.6,1333,-4.4%,12%,-0.37,-0.17,-0.26,-0.3
Fc1ccccc1CSc1nnnn1-c1ccc2c(c1)OCO2,1%,·,·,5.7%,1.6,1.1,2.0,i,0,-0.37,1284,-1.7%,-8%,-0.34,-0.25,0.082,-0.79
O=C(O)c1ccccc1C(=O)Nc1ccc(-n2nc(C(F)(F)F)cc2C(F)(F)F)cc1,17%,0.3,1085,·,·,·,·,·,·,-0.38,1570,·,7%,0.25,-0.26,-0.1,0.33
COc1cc(NC(=O)c2ccco2)c(C(=O)OCC(=O)c2c[nH]c3ccccc23)cc1OC,-1%,·,·,0.3%,1.7,2.0,0.7,i,-2,-0.45,1387,-4.9%,0%,0.36,-0.11,0.65,-0.49
Cc1ccc(OCC(=O)c2cc(C)c(C)cc2C)c([N+](=O)[O-])n1,3%,·,·,0.5%,2.3,1.4,18,i,6,0,597,-0.9%,-4%,-0.87,-0.35,-0.61,0.59
Cc1ccc(CN2CCN(C3CCOCC3)CC2CCO)cc1 (stereo unspecified),2%,-1.6,1026,-0.1%,2.5,1.6,8.4,i,10,2,1452,-0.6%,1%,-1.2,-0.14,-0.45,0.92
CCN(CC)CCOc1nnc(-c2ccc(C)cc2)c2ccccc12,12%,·,·,0.7%,1.5,1.5,12,i,4,0.17,915,-1.0%,15%,-0.063,0.43,-0.19,0.25
COc1cccc(N(C(=O)C2COc3ccccc3O2)C(C(=O)NC2CCCCC2)c2ccc(O)cc2)c1 (stereo unspecified),-1%,4.5,1087,·,4.4,3.3,5.6,i,11,-0.66,1516,0.7%,-6%,-0.34,-0.085,0.16,-0.22
CC(C)N(C)C(=O)CCc1nnc(CCc2c[nH]c3ccccc23)o1,4%,-0.7,902,0.3%,3.1,2.4,7.4,i,4,0.04,1413,1.0%,-3%,-0.51,-0.28,-0.15,0.44
CC(C)(C)NC(=O)CSC(=Nc1ccc(F)cc1)NC#N,6%,-0.2,1358,6.1%,2.5,0.8,4.8,i,16,-0.17,1573,-1.5%,-2%,-0.058,-0.14,0.8,-0.46
Cn1cc([N+](=O)[O-])c(C(=O)n2cccn2)n1,-4%,-0.6,1407,2.6%,·,·,·,·,·,0.64,959,·,-15%,-0.27,-0.26,-0.17,0.93
COc1ccc(NC(=O)Cc2c(O)c3ccccc3[nH]c2=O)cc1,6%,-1.7,820,0.2%,1.9,1.1,5.7,i,-29,0.91,1445,-0.3%,13%,0.57,-0.22,0.62,0.48
Cc1ccc(/C=N/c2sc3c(c2C#N)CCCCC3)o1,7%,-2.3,1172,0.8%,4.3,3.4,15,i,27,-0.42,1175,-5.4%,-7%,0.89,-0.3,0.37,0.13
CCCN1CCC(NC(=S)Nc2ccc(C(=O)OCC)cc2)CC1,3%,3.1,1079,3.1%[50 µM],7.5,2.0,11,i,7,1.5,1502,-1.4%,1%,0.1,-0.12,0.2,-0.31
CN(C)c1cc[n+](CC(=O)Nc2ccc(OC(F)F)cc2)cc1,12%,0.9,1143,0.3%,·,·,·,·,·,-1,1230,·,-8%,1.9,-0.26,0.82,-0.91
O=C(NNC(=O)c1cccs1)c1ccc(Cl)cc1,-4%,-1.8,1066,0.1%,4.4,1.9,5.3,i,-2,·,·,-0.4%,3%,0.3,-0.26,0.27,0.48
COC(=O)c1cc(Br)c(=O)n(CCN2CCOCC2)c1,0%,·,·,0.4%,3.0,4.0,2.9,i,8,0.25,1350,-0.9%,-8%,-0.34,-0.26,0.0036,0.51
O=C(O)CC1(CC(=O)N2CCN(CCO)CC2)CCCC1,0%,-0.5,1003,1.4%,2.5,1.7,5.7,i,-5,·,·,0.3%,-1%,-0.91,-0.35,-0.084,0.65
NCCCCC(NC(=O)C1CCCN1C(=O)C1CSSCC(N)C(=O)NC(Cc2ccc(O)cc2)C(=O)NC(Cc2ccccc2)C(=O)NC(CCC(N)=O)C(=O)NC(CC(N)=O)C(=O)N1)C(=O)NCC(N)=O (stereo unspecified),3%,-3.4,517,·,2.7,1.9,9.7,i,-3,0.58,1246,17%,5%,-0.77,-0.31,0.28,0.8
Cc1ccc(CNC(=O)c2cc3c(=O)n(C)c4ccccc4c3n2C)cc1,13%,·,·,-1.2%,4.4,2.9,4.6,i,12,-0.55,878,0.0%,-18%,2.7,-0.018,2,0.37
CCN1CCN(c2ccc(NC(=O)c3ccccc3F)cc2Cl)CC1,0%,-0.2,1129,0.3%,3.5,1.7,3.2,i,10,-0.48,1279,-1.9%,-1%,2.9,-0.17,1.3,-1.4

Screening results: PubChem BioAssay, several laboratories
